GRP78 ERSR act – induces the endoplasmic reticulum stress response in human glioma cells; U87-MG GRP78 promoter luciferase reporter, 16 h; Potency, µM, for the others: at the highest dose activation, usual class: activators; actives 0.02% (n = 420,000); active = well fitted activation curve with a large enough effect; inconclusive = small, poorly fitted or top-dose-only effect; inactive = no such curve, though single readings can be large or run the other way; also: series mostly up to about 76 µM; % of control where 0% means no effect; nearly all actives have a fitted effect of over 35% in size
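ERSR induction read as luciferase luminescence (Bright-Glo, 10 min at room temperature) in stably transfected human U87-MG glioma cells exposed to compounds for 16 h, using GRP78 as sensor.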
Numbers without * were called inactive; ? = inconclusive; & = joins results of further samples. Potency is read from the fitted curve at half-maximal effect.

| GRP78 ERSR act | structure |
| --- | --- |
| -3.3% | CC[C@@H]1O[C@]2(C=C[C@@H]1C)C[C@H]1C[C@H](CC=C(C)[C@@H](O[C@@H]3C[C@H](OC)[C@H](O[C@@H]4C[C@H](OC)[C@H](O)[C@H](C)O4)[C@H](C)O3)[C@@H](C)C=CC=C3CO[C@@H]4[C@@H](O)C(C)=C[C@@H](C(=O)O1)[C@]34O)O2 |
| -6.1% | C=COC(=O)/C=C/C |
| 0.6% | Cc1cnc(-n2ncc(C(=O)NCC3COCCO3)c2C2CC2)nc1-c1cccs1 (stereo unspecified) |
| -3.0% | OCC1CCCN(c2nc3cc4c(cc3cc2CNCc2cccs2)OCO4)C1 (stereo unspecified) |
| -5.7% | CC(=O)N1CC[C@@H]2CC(=O)CC[C@@H]21 |
| 1.9% | O=C(CCc1nc2ccccc2s1)N1CCOc2ccc(CN3CCc4sccc4C3)cc2C1 |
| 0.5% | CC(=O)N1CCC[C@H]1C(=O)NCC1Cc2cc(Cl)cc(-c3ccc4[nH]ccc4c3)c2O1 (stereo partly specified) |
| -1.5% | FC(F)OC(Cl)C(F)(F)F (stereo unspecified) |
| -2.6% | CCCCCc1ccc(C)cc1O |
| -3.0% | CCCC(=O)O[C@]1(C(=O)COC(=O)CC)[C@@H](C)C[C@H]2[C@@H]3CCC4=CC(=O)C=C[C@@]4(C)[C@@]3(F)[C@H](O)C[C@@]21C |
| 1.5% | CCCCc1nc2c(c3c1CC(C)OC3)CN(CCC(C)C)CC2 (stereo unspecified) |
| -3.1% | COc1cccc(Nc2ncc3nc(CCc4ccccc4)c(=O)n(Cc4cccs4)c3n2)c1 |
| 0.2% | O=C(O)CCC1CCCC1 |
| 0.6% | CC[C@H](C)[C@H](NC(=O)[C@H](CCC(=O)O)NC(=O)[C@H](CO)NC(=O)[C@@H](NC(=O)[C@H](C)N)C(C)C)C(=O)N[C@@H](CCC(N)=O)C(=O)N[C@@H](CC(C)C)C(=O)N[C@@H](CCSC)C(=O)N[C@@H](Cc1cnc[nH]1)C(=O)N[C@@H](CC(N)=O)C(=O)N[C@@H](CC(C)C)C(=O)NCC(=O)N[C@@H](CCCCN)C(=O)N[C@@H](Cc1cnc[nH]1)C(=O)N[C@@H](CC(C)C)C(=O)N[C@@H](C)C(=O)N[C@@H](CO)C(=O)N[C@H](C(=O)N[C@@H](CCC(=O)O)C(=O)N[C@@H](CCCNC(=N)N)C(=O)N[C@@H](CCSC)C(=O)N[C@@H](CCC(N)=O)C(=O)N[C@@H](Cc1c[nH]c2ccccc12)C(=O)N[C@@H](CC(C)C)C(=O)N[C@@H](CCCNC(=N)N)C(=O)N[C@@H](CCCCN)C(=O)N[C@@H](CCCCN)C(=O)N[C@@H](CC(C)C)C(=O)N[C@@H](CCC(N)=O)C(=O)N[C@@H](CC(=O)O)C(=O)N[C@H](C(=O)N[C@@H](Cc1cnc[nH]1)C(=O)N[C@@H](CC(N)=O)C(=O)N[C@@H](Cc1ccccc1)C(=O)O)C(C)C)C(C)C |
| -4.2% | CN(C)c1ncc2nc(CCc3ccccc3)c(=O)n(CCc3ccccc3)c2n1 |
| -5.1% | CCCCCCCCCCCCOCCCN |
| -7.8% | O=C1NC(CC(=O)N2CCC(n3c(C4CCC4)nc4cccnc43)CC2)c2ccccc21 (stereo unspecified) |
| 1.4% | COc1ccc2ccccc2c1CN1CCC2(CCC(CNC(=O)c3ccccc3)O2)CC1 (stereo unspecified) |
| -0.8% | COc1ccc(S(=O)(=O)NCCCC(=O)Nc2ccc(Sc3ccc(N)cc3)cc2)cc1 |
| -8.9% | O=C(Nc1ccc(Br)cc1)c1cccc(S(=O)(=O)Nc2ccc(Br)cc2)c1 |

The last two entries of the section above lead into the next.
| GRP78 ERSR act | structure |
| --- | --- |
| -0.8% | COc1ccc(S(=O)(=O)NCCCC(=O)Nc2ccc(Sc3ccc(N)cc3)cc2)cc1 |
| -8.9% | O=C(Nc1ccc(Br)cc1)c1cccc(S(=O)(=O)Nc2ccc(Br)cc2)c1 |
| -5.1% | C[C@@H](c1ccccc1)N1C(=O)[C@H]2[C@H]3[C@H](O)[C@H](O)C/C(=N/OCc4ccccc4)[C@H]3CC[C@@H]2C1=O |
| -1.1% | CC(C)C[C@H]1COC(c2ccc(Br)cc2)=N1 |
| -1.3% | CN(C)Cc1ccccc1-c1cc(Nc2ccccc2)ncn1 |
| -0.7% | COc1ccc2c(c1)OC(C)CN(CCNC(=O)c1cc3cc(F)ccc3[nH]1)C2 (stereo unspecified) |
| -0.2% | Cc1nn(C)cc1CNc1nc(C)c(-c2ccn(CC3COc4ccccc4O3)n2)s1 (stereo unspecified) |
| -1.9% | CCC(=O)NC1CCc2cccc(OC)c2C1 (stereo unspecified) |
| -1.1% | COc1cc(OC)cc(-c2sc3ccccc3c(=O)c2I)c1 |
| -1.7%&-0.6% | N#C/C(=C\c1ccc(O)c(O)c1)C(N)=O |
| -1.5% | COc1ccc(-c2coc3cc(O)ccc3c2=O)c(O)c1O |
| -0.6% | FC(F)(F)c1ccccc1-c1nc(NCCN2CCOCC2)c2ccccc2n1 |
| ? | FC(F)(F)c1ccccc1-c1cncnc1NCCN1CCOCC1 |
| -2.5%&0.6% | COc1cccc(CNc2ccc3nc(-c4ccc(N)cc4)c(OC)n3n2)c1 |
| -3.7% | CCC1(C2CCN(Cc3cccnc3)CC2)NC(=O)N(CC2COc3ccccc3O2)C1=O (stereo unspecified) |
| 0.1% | Cc1cccnc1-c1cccc2c1OC(CNC(=O)Cn1cncn1)C2 (stereo unspecified) |
| -5.8% | Cn1c(=O)n2n(c1=O)[C@H]1[C@H](O)[C@H]3O[C@@H]3/C(=N/OCc3ccccc3)[C@@H]1CC2 |
| -4.7% | COc1ccc(Oc2ncc3nc(-c4cccc(C#N)c4)c(=O)n(C)c3n2)cc1 |
| -9.5% | O=c1ccc2ccccc2[nH]1 |
| 1.2% | CCn1c(-c2cccnc2)nc2cc(NC(=O)COC)cc(C(=O)N3CCc4ccccc4C3)c21 |
| -13.5% | CCCCCCCCCCCCCCCCCC(=O)OC(CC(=O)O)C[N+](C)(C)C (stereo unspecified) |
| 2.1% | COc1ccc(OC)c(-c2cc(Cl)c3c(c2)CC(CNC(=O)c2coc4c2C(=O)CCC4)O3)c1 (stereo unspecified) |

Some of the entries above, set out differently:
Compound | GRP78 ERSR act
Cn1c(=O)n2n(c1=O)[C@H]1[C@H](O)[C@H]3O[C@@H]3/C(=N/OCc3ccccc3)[C@@H]1CC2 | -5.8%
COc1ccc(Oc2ncc3nc(-c4cccc(C#N)c4)c(=O)n(C)c3n2)cc1 | -4.7%
O=c1ccc2ccccc2[nH]1 | -9.5%
CCn1c(-c2cccnc2)nc2cc(NC(=O)COC)cc(C(=O)N3CCc4ccccc4C3)c21 | 1.2%
CCCCCCCCCCCCCCCCCC(=O)OC(CC(=O)O)C[N+](C)(C)C (stereo unspecified) | -13.5%

Some of the entries so far, bar-delimited.
canonical_smiles | GRP78 ERSR act
CCCCCCCCCCCCOCCCN | -5.1%
O=C1NC(CC(=O)N2CCC(n3c(C4CCC4)nc4cccnc43)CC2)c2ccccc21 (stereo unspecified) | -7.8%

Other structures
| GRP78 ERSR act | structure |
| --- | --- |
| -4.4% | COc1ccc(-c2cc(C)cc3c2OC(CNC(=O)c2cc(C(C)C)on2)C3)nn1 (stereo unspecified) |
| -6.0% | O=c1c(-c2cccs2)nc2cncnc2n1C1CC1 |
| -3.1% | N[C@@H](C(=O)O)c1ccc(C(=O)O)c(O)c1 |
| -0.1% | CCNc1ncc2ncc(=O)n(C)c2n1 |
| -4.6% | CC[C@@H](c1ccccc1)n1c(=O)n2n(c1=O)[C@H]1[C@H](O)[C@H]3O[C@@H]3/C(=N/OC/C=C(\C)CCC=C(C)C)[C@@H]1CC2 |
| -8.0% | CC(C)C[C@H](NC(=O)[C@@H]1CCC(=O)N1)C(=O)N[C@@H](Cc1ccc(O)cc1)C(=O)N[C@@H](CCC(=O)O)C(=O)N[C@@H](CC(N)=O)C(=O)N[C@@H](CCCCN)C(=O)N1CCC[C@H]1C(=O)N[C@@H](CCCN=C(N)N)C(=O)N[C@@H](CCCN=C(N)N)C(=O)N1CCC[C@H]1C(=O)N[C@@H](Cc1ccc(O)cc1)C(=O)O |
| -4.4% | CN(CCO)C(=O)c1cn(C2CCCN(Cc3ccc(C(F)(F)F)cc3)C2)nn1 (stereo unspecified) |
| -2.1% | COC(=O)[C@@H]1CCCN1Cc1ccc2c(c1)CN(Cc1ccc3c(c1)CCO3)CCO2 |
| -5.7% | COC(=O)[C@@H]1CC[C@H](C)[C@@H](c2ccc(C)cc2)N1C(=O)c1ccc(/C=N\OC[C@@H]2O[C@H](c3ccccc3)C=C[C@@H]2Oc2ccc(OC)cc2)cc1 |
| -5.9% | CO[C@]1(C2=NCCN2)COc2ccccc2O1 |
| -4.4% | COc1ccccc1CN1CCOc2ccc(C(C)(O)CN(C)C)cc2C1 (stereo unspecified) |
| -3.1% | CN(Cc1ccc2c(c1)CN(C(=O)c1cccc(N(C)C)c1)CCO2)Cc1cc(C2CC2)n[nH]1 |
| -3.4% | Cc1cc2nc(N3CCCN(Cc4cccn4-c4ncccn4)CC3)nc(C)c2cc1C |
| -3.6% | CN(C)c1ncc2nc(CCc3ccccc3)c(=O)n(C[C@H]3CCCO3)c2n1 |
| 6.6% | Cc1cc(-c2ccnc(-n3ncc(C(=O)N(C)Cc4nccs4)c3C)n2)c(C)s1 |
| -2.1% | N#CCCn1c(=O)c(-c2cccs2)nc2cnc(Nc3ccccc3)nc21 |
| -4.0% | CCCCOC(=O)C(=O)Nc1cccc(-c2nn[nH]n2)c1 |
| -3.0% | CC(C)CN1CCCC2(CCN(C(=O)c3ccco3)CC2)C1 |
| -2.9% | COc1ccc2[nH]cc(CCNc3ncncc3-c3cccc(NS(C)(=O)=O)c3)c2c1 |
| 6.1% | Cc1oc(-c2ccccc2NC(=O)C2CCC2)nc1CNC(=O)c1ccccn1 |
| 1.9% | O=c1c(-c2ccc(F)cc2)nc2cnc(Oc3cccc(Cl)c3)nc2n1C1CC1 |
| -1.1% | COc1cccc(Cn2c(=O)c(-c3ccccc3)nc3cnc(N(C)C)nc32)c1 |
| -2.9% | COc1ccc(-c2nc3cnc(OC)nc3n(CCC#N)c2=O)cc1 |
| -4.4% | CN(C)c1ccc(-c2cncnc2NCc2cccnc2)cc1 |
| -8.0% | CN1CCN(C2Cc3ccccc3Sc3ccc(S)cc32)CC1 (stereo unspecified) |
| -0.3% | CCCCC |
| -3.7% | Cc1cnc(CNc2ncncc2-c2cccnc2)cn1 |
| -2.9% | CO/N=C\[C@@H](C)[C@H](OCc1ccccc1)C(C)C |
| 0.4% | Cc1cc(C(=O)NCCN2Cc3ccccc3OC(c3ccccc3F)C2)no1 (stereo unspecified) |
| -4.7%&-4.1%&-1.1% | NCCS(=O)O |
| -3.3% | CC12C=C(/C=C/c3ccc(C(F)(F)F)cc3)C(C)(C1)C(c1ccc(C(F)(F)F)cc1)CC2=O (stereo unspecified) |
| -5.0% | Cn1cnnc1Sc1ccc(CN2CCOc3ccc(C4=CCCCC4)cc3C2)o1 |
| -3.9% | O=C(c1ccc(F)cc1)C1CCN(CCCCc2ccccc2)CC1 |
| -4.3% | CCNc1ncc2ncc(=O)n(Cc3cccc(OC)c3)c2n1 |
| -4.3% | CNC1CC(N)[C@H](O)[C@@H](O[C@@H]2OC(CO)C3OC4(OC(C(N)CO)C(O)C(O)C4O)O[C@@H]3[C@H]2O)C1O (stereo partly specified) |
| -1.7% | COc1ccc(COC(=O)N/N=C2/C[C@@H](O)[C@@H](O)[C@@H]3[C@@H]4C(=O)N([C@@H](C)c5ccccc5)C(=O)[C@H]4CC[C@@H]23)cc1 |
| -0.8%&-2.3% | N#CC(=C(/N)Sc1ccccc1N)/C(C#N)=C(\N)Sc1ccccc1N |
| -2.8% | O=S(=O)(c1ccccc1)N1CCC2(CCN(Cc3ccncc3)CC2)CC1 |
| -2.6% | COc1ccc(OC)c(CN2CCOc3ccc(C(O)c4cccnc4)cc3C2)c1 (stereo unspecified) |
| -3.2% | O=C(O)COc1ccc2ccccc2c1 |
| -2.1% | CCOC(=O)O[C@]1(C(=O)OCCl)CC[C@@H]2[C@H]3CCC4=CC(=O)C=C[C@]4(C)[C@@H]3[C@@H](O)C[C@@]21C |
| -3.7% | COC(=O)c1cc(CNC(=O)c2ccc(N(C)C)cc2)cc(NC(=O)c2ccccc2Cl)c1 |
| -3.4% | COCCn1c(=O)c(-c2ccc(OC)cc2)nc2cnc(Nc3cccc(OC)c3)nc21 |
| -3.5% | COc1ccc(Oc2ncc3nc(-c4cccc(C#N)c4)c(=O)n(CCC#N)c3n2)cc1 |
| -7.5% | COc1ccc(-c2coc3c(O)c(OC)ccc3c2=O)cc1 |
| -12.0% | Cc1[nH]c(/C=C2/C(=O)Nc3ccc(S(=O)(=O)Cc4c(Cl)cccc4Cl)cc32)c(C)c1C(=O)N1CCCC1CN1CCCC1 (stereo unspecified) |
| -1.6% | Cc1nc2cnc(Nc3ccccc3)nc2n(C2CC2)c1=O |
| -5.7% | CCCCCCCCCCCCCCCC(=O)C1=C(O)C(CO)OC1=O (stereo unspecified) |
| -2.8% | CC(C)Cc1nc2cc(NS(=O)(=O)N(C)C)cc(C(=O)N3CC4(C)CC3CC(C)(C)C4)c2n1C (stereo unspecified) |
| -1.8% | COc1ccccc1CCNc1ncnc2sc(C(=O)N3CCCN(C=O)CC3)c(C)c12 |
| -1.7% | COC(=O)c1ccc(CN2C[C@H](Sc3ccccn3)C[C@H]2C(=O)N(C)C)cc1 |
| -11.0% | COC(=O)/C=C\c1cc(O)ccc1O |
| -1.5% | CCNc1ncc2nc(-c3cccs3)c(=O)n(Cc3cccc(OC)c3)c2n1 |
| -2.6% | c1ccc(CNc2ccnc(-c3ccoc3)n2)cc1 |
| 1.7% | NCCCC[C@H](NC(=O)CNC(=O)[C@@H]1CCCN1C(=O)[C@H](Cc1ccc(O)cc1)NC(=O)CN)C(=O)N[C@@H](Cc1ccccc1)C(=O)O |
| -3.7% | Cc1ccccc1-c1cncnc1Nc1ccc(F)cc1 |
| -2.9% | COc1ccc2c(c1)CCc1cnc(-n3ncc(C(=O)NC4CCOC4)c3C3CC3)nc1-2 (stereo unspecified) |

Source: PubChem BioAssay (National Center for Advancing Translational Sciences (NCATS))

This is a subset; the hit share may differ from the screen's.
